TWEAK Fn14 block: inhibitors of TWEAK-Fn14 interaction signaling; inhibition, % at 10 µM; hit rate 2% among 360,000; AID 1159606; TWEAK-stimulated Fn14 reporter cells, luciferase luminescence, 8 h; in the data active = inhibition above about 50%
NR2E3 ag-1: activates human NR2E3 receptor | hit rate 0.35% among 360,000 | Q9Y5X4 | AID 602229 | inhibition of corepressor binding, % at 3.98 µM | CHO-S Gal4-NCOR/VP16-NR2E3 two-hybrid, luciferase;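 active = inhibition above the mean of all tested compounds plus 3 SD, cut at about 70% in these data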;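 note: 0% = DMSO with NR2E3 transfected cells and 100% = cells lacking NR2E3 construct; higher means lower luciferase signal from less NR2E3 corepressor binding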
Target sequence (Q9Y5X4 whole entry, looked up, the tested form may be a part): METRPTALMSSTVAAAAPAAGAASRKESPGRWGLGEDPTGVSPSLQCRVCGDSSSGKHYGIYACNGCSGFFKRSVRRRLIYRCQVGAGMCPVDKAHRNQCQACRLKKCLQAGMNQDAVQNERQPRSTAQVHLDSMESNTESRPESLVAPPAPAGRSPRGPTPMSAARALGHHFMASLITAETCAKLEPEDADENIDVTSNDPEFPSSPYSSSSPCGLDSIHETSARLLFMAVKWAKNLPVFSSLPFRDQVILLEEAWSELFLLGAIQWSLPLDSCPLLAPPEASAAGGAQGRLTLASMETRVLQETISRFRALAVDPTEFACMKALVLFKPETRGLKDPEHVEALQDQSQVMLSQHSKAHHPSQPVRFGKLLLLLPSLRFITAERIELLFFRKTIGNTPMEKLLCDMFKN
iPSC survival up: hiPSC single-cell survival enhancement; ATPlite luminescence; 100% = ROCK inhibitor wells, 0% = DMSO; survival enhancement, % at 20 µM; hit rate 0.044% among 360,000; AID 602274; in the data active = survival enhancement above about 18%;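 note: cells exposed to compounds for 16 hours before the ATP read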
aDG glyco act: alpha-DG glycosylation activation. Pro5-aDG cells, alpha-DG glycosylation AlphaScreen (IIH6); 0% Pro5, 100% B10-LARGE cell signal. activation, % at 10 µM. hit rate 0.22% among 360,000;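 active = activation of at least 8% versus controls, or a plate z-score of at least 8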;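 note: Pro5 are CHO cells carrying HIG-tagged alpha-DG that lacks glycosylation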
Shn3 inh set2: inhibitors of Schnurri-3 3'UTR reporter in osteoblasts; Clone20 osteoblast Shn3 3'UTR firefly luciferase, 24 h; inhibition, % at 12.5 µM; hit rate 0.52% among 360,000; AID 588674;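 active = mean inhibition of at least 75% with every replicate also reaching 75%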;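 note: 0% = median of neutral control wells and 100% = pilot-screen positive control compound; some compounds past the cut are filed as inactive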
TRPM1 prom inh: inhibitors of MITF-driven TRPM1 promoter in melanoma cells; SK-MEL-5 TRPM1 promoter luciferase, 24 h; inhibition, % at 12.5 µM; hit rate 0.83% among 330,000; AID 488899;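 active = mean inhibition across replicates of 60% or more, whatever share of single replicates reaches that level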; note: values of inactives mirror those of a sister screen read the other way
NR2E3 ag-2: activates human photoreceptor nuclear receptor NR2E3 | Q9Y5X4 | GST-NR2E3/biotin-RetCOR TR-FRET, 1536-well | AID 2300 | inhibition of corepressor binding, % at 4.78 µM | hit rate 0.12% among 320,000;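 active = percent inhibition above the cutoff of mean plus 3 SD of all tested compounds, set per screening campaign, cut at about 20% in these data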;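 note: 0% = DMSO wells and 100% = biotin wells as full block of FRET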
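Assay system: NR2E3–RetCOR corepressor complex. Quantity: 1.35 nM GST-NR2E3. Buffer or medium: pH 7.5 Tris-based buffer. Reagent: biotinylated RetCOR corepressor at 7 nM final. Schedule: 5 h at 4 °C. Detection: TR-FRET, emission read at 617 and 671 nm. Replicates: one well per compound, singlicate testing.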
Peg3 prom inh: inhibitors of Peg3 promoter. inhibition, % at 20 µM. HeLa PEG-Prom luciferase reporter, luminescence, overnight. hit rate 1.7% among 360,000;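 active = inhibition of at least 50% at 20 µM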
KKLEB cytotox: CF airway cell cytotoxicity counter-screen | KKLEB CF airway cells viability, ATPlite luminescence, overnight; hits give low values; cells stimulated with P. aeruginosa culture filtrate | activity change (cytotoxicity), % at 5 µM | hit rate 0.36% among 360,000;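 active = corrected activity change at or below -50% at 5 µM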
CF NFkB block: inhibitors of cystic fibrosis induced NF-kB; KKLEB NF-kB-GFP reporter, PAF-induced, GFP fluorescence overnight; inhibition, % at 5 µM; hit rate 0.86% among 360,000; AID 588850;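 active = at least 50% inhibition at 5 µM, scaled per plate between neutral and stimulator controls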;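 note: PAF is a Pseudomonas aeruginosa culture filtrate used as stimulus; plate controls were PAF-stimulated DMSO wells for no effect and unstimulated DMSO wells for full effect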
HIF-2a inh: blocks HIF-2a reporter activity; 786-0 RCC cells HIF-2a reporter, luciferase luminescence, overnight; inhibition, % at 18.8 µM; hit rate 0.72% among 360,000; AID 624352;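 active = inhibition of the luminescence signal of 40% or more relative to plate controls, in a single-dose primary screen at 18.75 µM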
* marks the source's active call; other numbers are inactive results; . = not tested or not shown.

SMILES	TWEAK Fn14 block	NR2E3 ag-1	iPSC survival up	aDG glyco act	Shn3 inh set2	TRPM1 prom inh	NR2E3 ag-2	Peg3 prom inh	KKLEB cytotox	CF NFkB block	HIF-2a inh
CCOCCCNC(=O)C(NC(=O)CC1NC(=O)NC1=O)c1ccc(Cl)cc1 (stereo not drawn)	10	6	2.2	-0.2	2	0	5	-12	15	-1	14
CC(Oc1ccccc1)C(=O)Nc1ccc(S(=O)(=O)N2CCCC2)cc1 (stereo not drawn)	-8	18	1.5	-0.1	16	-3	-2	8	-3	3	8
COc1ccc(-c2nnn(Cc3nc(N)nc(N4CCOCC4)n3)n2)cc1OC	-6	8	4.0	0.5	15	3	-8	1	-1	-2	15
CCOC(=O)N1CCC(NC(=O)c2cnc3n(c2=O)CCS3)CC1	3	12	1.1	0.0	5	2	2	14	11	16	14
CC(=O)OCC(=O)NCc1ccc2c(c1)OCO2	4	11	-2.5	0.1	-14	3	-1	5	-10	7	3
COc1ccccc1/C=C/C=c1\sc2nc(=O)c(Cc3ccccc3)nn2c1=O	1	-20	0.4	0.0	-15	-11	4	4	-13	2	14
COC(=O)c1ccccc1NC(=O)CSc1ncccn1	-13	5	-0.3	0.0	-23	14	-3	2	4	2	1
Cc1ccc(C(=O)O)cc1NC(=O)c1ccc(Cn2nc(C)c(Cl)c2C)o1	0	-13	0.2	-0.3	-16	-15	-2	21	2	-6	19
O=C(CSc1nc2ncc(Cl)cc2[nH]1)N1CCOCC1	-5	-1	-0.6	-0.3	86*	-4	.	-2	0	-3	2
CC1=NN(c2ccc([N+](=O)[O-])cc2)C(=O)C1	-8	-33	1.7	-0.2	-1	-8	.	-4	26	38	7
CN(C)C(=O)COc1ccc(Br)cc1	10	-4	-1.3	0.1	-2	2	-2	-8	-2	1	-1
CC(C)C(=O)N(c1ccc2oc(=O)sc2c1)S(=O)(=O)c1cccs1	20	-14	2.5	-0.2	-12	2	-3	-7	29	-7	-3
CN(C(=O)c1ccc(NC(=O)Cc2ccc(NC(=O)C3CCCN(C(=O)c4ccccc4)C3)cc2)cc1)C1CC1 (stereo not drawn)	-3	15	-0.3	-0.1	4	-4	3	-1	2	-11	-5
CCOC(=O)N1CCN(c2nnnn2-c2ccccc2)CC1	4	-3	-1.6	-0.1	20	7	-2	8	8	8	5
N#Cc1cnn(Cc2ccc(Cl)cc2)c1N	-1	-10	1.1	0.0	-7	6	-1	5	17	-25	21
Fc1cccc(Cl)c1CSc1nnc(COc2cccc3cccnc23)o1	-21	-18	0.3	0.1	9	-15	2	-5	-28	1	-31
O=C(Nc1nc2ccc3ccccc3c2s1)c1ccc(N2CCCCC2)c([N+](=O)[O-])c1	-18	5	1.5	-0.4	3	-1	1	-3	-1	16	-7
COc1ccc(S(=O)(=O)Cc2ccc(C(=O)N3CC(C)CC(C)C3)o2)cc1 (stereo not drawn)	-4	11	-2.8	0.0	-4	5	0	2	10	-19	-2
CC1CN(C(=O)[C@@H]2CCCN2S(=O)(=O)c2ccc(Cl)cc2)CC(C)O1 (stereo partly drawn)	-4	9	-3.5	-0.3	0	-4	.	-7	-11	4	12
COCCNC(=O)C(=O)NNS(=O)(=O)c1ccc(Cl)cc1	13	-14	0.1	-0.2	-9	-5	-1	9	9	7	11
C/C(=N\NC(=O)c1cccc(S(=O)(=O)N2CCCC2)c1)c1ccc(C)cc1	-5	-14	0.2	-0.1	-16	6	1	10	-9	3	9
C/C(=N\NC(=O)c1ccccc1)c1ccc(NC(=O)c2cccs2)cc1	-24	-25	4.5	-0.2	4	-24	-4	-76	18	-10	-34
CCOC(=O)C1=C(COC(=O)/C=C/c2ccc(C)o2)NC(=O)NC1C (stereo not drawn)	-14	-7	-0.3	-0.2	15	0	6	3	-6	-1	-16
O=C(Nc1ccccc1N1CCN(C(=O)c2ccc(Cl)cc2)CC1)c1cccnc1	19	-10	2.4	0.2	14	8	2	11	-12	15	10
CC1(C(=O)N(CC(=O)NC2CCCC2)Cc2ccco2)CC(=O)N=C2C=CC=CN21 (stereo not drawn)	16	-20	0.1	-0.3	-1	4	-3	-4	-18	14	19
COc1cc2c(cc1OC)CN(Cc1cc(=O)oc3cc(C)c(Cl)cc13)CC2	-18	-44	2.7	1.0	-6	-14	-1	-3	-9	7	13
CCCS(=O)(=O)NC(=O)C1(C)CCCN(C(=O)CSc2ccccc2)C1 (stereo not drawn)	14	-3	1.7	-0.2	-3	.	.	-3	-13	15	4
O=C(O)CN(c1cccc(C(F)(F)F)c1)S(=O)(=O)c1ccccc1	-3	-33	-0.6	0.0	3	-2	-2	5	0	9	9
COc1ccc(NC(=O)NC(C)c2ccc3c(c2)OCO3)cc1OC (stereo not drawn)	5	13	-0.4	0.1	9	13	-1	10	6	4	16
CCOc1ccccc1C(=O)NCCCn1ccnc1	7	9	5.1	-0.1	15	6	-3	25	4	7	0
COc1ccccc1CNC(=O)C1CCN(S(=O)(=O)c2ccc(N3CCCC3=O)cc2)CC1	5	18	0.2	-0.1	-6	-10	2	9	-21	17	2
CNC(=S)NC(CC(=O)OC)c1ccc2c(c1)OCO2 (stereo not drawn)	24	-6	-0.7	-0.1	-18	2	-4	-9	14	-5	10
COc1cc(OC)cc(-c2sc3ccc(OC)cc3c2C#CCCO)c1	-19	-20	-1.5	0.2	13	6	-1	-26	0	5	-22
CCN=C(NC#N)SCc1c(F)cccc1Cl	-8	3	-0.7	0.3	11	-3	1	-2	-3	13	-27
COc1cccc(C2C(=O)N(C3CCCCC3)CC(=O)N2Cc2ccc(F)cc2)c1 (stereo not drawn)	6	6	6.8	0.7	6	2	1	21	-8	2	20
COc1cc(/C=N/NC(=O)c2cccc([N+](=O)[O-])c2)cc(OC)c1O	-16	-1	2.8	-0.2	10	0	0	-4	1	-1	17
CCC(C)NC(=O)[C@@H]1CCCN1C(=O)C1CCN(S(=O)(=O)c2ccc(C)cc2)CC1 (stereo partly drawn)	-14	-10	-0.4	-0.2	-6	-2	0	4	-8	2	-4
COc1ccc(C(=O)NCCc2ccccc2F)cc1OC1CCN(C(C)=O)CC1	-6	-38	-0.4	0.0	-66	-9	-1	7	-3	0	-7
CC(=O)OCCCNc1cc(SCc2ccco2)c2nonc2c1[N+](=O)[O-]	11	-15	1.4	0.7	2	6	1	46	2	1	-1
COc1ccc(C(=O)COC(=O)C(C)N2C(=O)C3C4CCC(C4)C3C2=O)cc1 (stereo not drawn)	-2	-12	-0.5	0.0	-4	-7	0	-18	-3	-1	4
Cc1ccc(NC(=O)CN(C)C(=O)C(C)OC(=O)CNC(=O)c2ccc(Cl)c([N+](=O)[O-])c2)cc1 (stereo not drawn)	2	-12	-0.1	0.2	-37	8	8	12	-10	19	15
CCn1c(=N)n(CC(=O)c2ccc(OC)cc2)c2ccccc21	10	-5	-3.5	1.5	-9	-9	1	-28	7	-15	-42
